Assay outcomes: PubChem, several laboratories
TWEAK Fn14 block – inhibitors of TWEAK-Fn14 signaling, primary screen, luciferase reporter cells, uHTS | TWEAK-stimulated Fn14 reporter cells, luciferase luminescence, 8 h | 360,000 tested, 2% active | AID 1159606, 2016 | inhibition, % at 10 µM; in the data active = inhibition above about 50%
SRC2 inh – inhibition of GAL4-SRC2 driven luciferase reporter, primary screen, SRC2 inhibitor project, cell-based, luminescence; Nuclear receptor coactivator 2 (Homo sapiens), Q15596; HEK293 GAL4-SRC2 luciferase reporter; inhibition, % at 9 µM; 370,000 tested, 0.17% active; AID 651957, 2012;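 active = inhibition above the mean inhibition of all tested compounds plus 3 SD, set per campaign, cut at about 52% in these data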;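 also: 0% = DMSO treated cells and 100% = cells given Gossypol at 36 µM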
NOD2-RIPK2 inh – NOD2-RIPK2 binding disruptors in cells, primary screen, fluorescence, CHO cells, BLA complementation. CCF4 ratio. inhibition, % at 4.98 µM. 360,000 tested, 0.38% active; in the data active = inhibition above about 21%;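 also: 0% = vehicle only and 100% = reference blocker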
NCOA3 inh – SRC3 coactivator transcriptional activity inhibitors, primary screen, cell-based, luminescence. AID 588352, 2011. inhibition, % at 3.6 µM. 360,000 tested, 0.17% active. HEK293 GAL4-SRC3 luciferase reporter;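 active = inhibition above a per-campaign cutoff, the mean of all compounds plus 3 SD, cut at about 60% in these data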;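 also: 0% = DMSO-treated cells and 100% = gossypol-treated cells at 36 µM; higher means less SRC3-driven luciferase light from the GAL4 reporter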
NCOA1 inh – SRC1 coactivator transcriptional activity inhibitors, primary screen, cell-based, luminescence; 360,000 tested, 0.12% active; HEK293 GAL4-SRC1 luciferase reporter; inhibition, % at 3.6 µM;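 active = inhibition above the campaign mean plus 3 SD, with each screening campaign given its own cutoff, cut at about 60% in these data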;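 also: 0% = DMSO treated cells and 100% = gossypol at 36 µM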
Exocytosis inh – LAMP-1 surface exposure blockers, TALL-104 cells – cell-based, flow cytometry, MLPCN library, primary screen; TALL-104 LAMP-1 surface exposure; cells stimulated with thapsigargin and PMA; inhibition, % at 10 µM; 360,000 tested, 0.66% active; AID 651702, 2012;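 active = inhibition above about 55%, limit read from the data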
LRH-1 inv ag – LRH-1 (NR5A2) inverse agonists, primary screen, cell-based, luminescence, HEK293T, StAR-luciferase reporter; Nuclear receptor subfamily 5 group A member 2 (Homo sapiens), O00482; LRH-1 transfected, 24 h; inhibition, % at 3.6 µM; 360,000 tested, 0.13% active;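 active = inhibition above the mean inhibition of all tested compounds plus 3 SD, cut at about 73% in these data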;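 also: 0% = DMSO wells and 100% = reporter-only cells lacking LRH-1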
ABHD5 PLIN5 PPI – ABHD5-PLIN5 interaction inhibitors, primary screen, cell lysate, split luciferase complementation, luminescence; Split G. princeps luciferase complementation, 4 h; inhibition, % at 4 µM; 360,000 tested, 0.78% active;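 active = inhibition above the mean inhibition across every tested compound plus 3 SD, cut at about 22% in these data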;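 also: 0% = DMSO only wells and the 100% control is not disclosed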
NR2F2 inh – NR2F2 transcriptional activity inhibitors, primary screen, cell-based, luciferase reporter, HEK293T, luminescence. COUP transcription factor 2 (Homo sapiens), P24468. HEK293T NGFI-A luciferase reporter. inhibition, % at 8.6 µM. 370,000 tested, 0.7% active. AID 686940, 2013;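 active = inhibition above a per-plate cutoff, mean inhibition of test wells between control levels plus 3 SD, cut at about 38% in these data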;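 also: cells cotransfected with COUP-TFII expression vector driving the NGFI-A reporter; 0% = median of COUP-TF2 test wells and 100% = reporter-only cells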
TROY NFkB inh – inhibitors of TROY-driven NF-kB signaling, primary screen, Q293 LMP1-TROYcd cells, NF-kB luciferase, uHTS; 360,000 tested, 0.98% active; inhibition, % at 10 µM; Q293 LMP1-TROYcd NF-kB luciferase reporter, 4 h;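 active = compounds whose plate-normalised and pattern-corrected inhibition of the luciferase reporter signal at the single screening dose is 50% or more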
TLR9-MyD88 inh – inhibitors of TLR9-MyD88 association in cells, primary screen, cell-based, CHO, BLA complementation, fluorescence; Toll-like receptor 9 (Homo sapiens) + Myeloid differentiation primary response protein …; CCF4 FRET ratio; inhibition, % at 4.98 µM; 340,000 tested, 0.21% active;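 active = inhibition above the mean over all tested compounds plus 3 SD, cut at about 21% in these data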;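 also: 0% = DMSO only wells and 100% = clavulanate BLA inhibitor control wells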
Target sequence (Q99836 whole entry, looked up): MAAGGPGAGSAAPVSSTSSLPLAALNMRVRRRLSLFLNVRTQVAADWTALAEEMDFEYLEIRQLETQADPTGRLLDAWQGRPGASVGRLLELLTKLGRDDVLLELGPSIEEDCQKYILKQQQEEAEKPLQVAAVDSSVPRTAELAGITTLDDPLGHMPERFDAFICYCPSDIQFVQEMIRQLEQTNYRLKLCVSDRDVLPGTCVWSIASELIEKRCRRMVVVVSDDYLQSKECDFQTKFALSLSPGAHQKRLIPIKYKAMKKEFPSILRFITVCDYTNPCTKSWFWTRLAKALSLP
Target sequence (Q9NR96 whole entry, looked up): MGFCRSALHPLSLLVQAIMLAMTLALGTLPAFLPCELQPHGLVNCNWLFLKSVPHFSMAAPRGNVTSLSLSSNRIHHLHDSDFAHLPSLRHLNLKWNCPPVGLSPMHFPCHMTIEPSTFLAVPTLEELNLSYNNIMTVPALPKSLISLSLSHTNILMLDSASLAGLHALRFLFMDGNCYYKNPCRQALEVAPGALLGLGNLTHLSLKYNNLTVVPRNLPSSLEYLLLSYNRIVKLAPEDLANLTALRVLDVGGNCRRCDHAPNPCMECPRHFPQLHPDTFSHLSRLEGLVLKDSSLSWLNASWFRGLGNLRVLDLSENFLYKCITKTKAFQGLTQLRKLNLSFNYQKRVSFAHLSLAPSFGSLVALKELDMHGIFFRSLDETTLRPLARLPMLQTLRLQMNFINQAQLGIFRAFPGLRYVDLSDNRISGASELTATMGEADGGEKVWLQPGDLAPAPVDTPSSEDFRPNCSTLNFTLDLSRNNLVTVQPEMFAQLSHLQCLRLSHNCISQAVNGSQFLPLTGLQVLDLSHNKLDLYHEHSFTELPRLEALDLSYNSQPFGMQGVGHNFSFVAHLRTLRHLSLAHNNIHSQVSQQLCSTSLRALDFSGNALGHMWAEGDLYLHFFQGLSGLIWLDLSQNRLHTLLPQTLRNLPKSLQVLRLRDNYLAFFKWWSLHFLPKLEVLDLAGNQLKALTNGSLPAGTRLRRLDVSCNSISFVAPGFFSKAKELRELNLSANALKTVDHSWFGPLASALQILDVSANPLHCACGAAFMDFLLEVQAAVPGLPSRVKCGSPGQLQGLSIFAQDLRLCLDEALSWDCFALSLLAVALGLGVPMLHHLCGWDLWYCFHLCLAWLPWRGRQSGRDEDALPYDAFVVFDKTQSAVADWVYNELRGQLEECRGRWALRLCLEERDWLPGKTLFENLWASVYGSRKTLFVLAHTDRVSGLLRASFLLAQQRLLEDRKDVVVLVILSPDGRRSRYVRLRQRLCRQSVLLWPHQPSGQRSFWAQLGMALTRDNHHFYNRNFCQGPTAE
Active calls of the source: *; · = no result given. Only part of the results is shown, so the mix of outcomes need not match the whole.

The line under a structure holds: TWEAK Fn14 block, SRC2 inh, NOD2-RIPK2 inh, NCOA3 inh, NCOA1 inh, Exocytosis inh, LRH-1 inv ag, ABHD5 PLIN5 PPI, NR2F2 inh, TROY NFkB inh, TLR9-MyD88 inh
> CC(C)(C)c1ccc(OCC(=O)O)cc1
→ -9, 4, 4, -14, -9, 1, -9, 9, 1, -19, 8
> COc1ccc(CCNC(=O)C2CC(=O)N(C3CCCC3)C2)cc1OC (stereo not given)
→ -1, 14, 2, 4, -17, -3, 19, 1, -14, -5, 4
> Cc1ccc2nc(N3CCN(c4ccccc4)CC3)c(C=O)c(=O)n2c1
→ -36, -20, -10, 2, -13, -1, -15, 0, -18, -28, -2
> COc1ccc(S(=O)(=O)N2CCC(Nc3ccccc3Cl)CC2)cc1
→ -2, 17, -2, -5, 14, 0, -12, -5, 10, 14, -9
> COc1ccc(NC(=O)c2nc3nccc(C)n3n2)cc1S(=O)(=O)N1CCOCC1
→ 12, 3, -7, -3, -10, -4, -5, -1, 18, -26, 6
> Cc1ccc(COCCN2CCN(S(=O)(=O)c3ccc(C)cc3)CCC2=O)cc1
→ -1, 6, -5, -5, 9, 2, 1, -5, 20, -5, -5
> Cc1cc(F)c(F)c(C(=O)N2CCOCC2)c1
→ 2, 9, 0, -14, -8, 0, 3, -3, 9, -4, 10
> O=c1oc2ccccc2c(N2CCCC2)c1CN1CCCC1
→ -2, -14, 3, 5, 0, 1, 13, 4, -7, 2, -2
> O=C(c1cccs1)N1C[C@H](n2cc(C3CC3)nn2)[C@@H](O)C[C@@H]1c1ccc(Cl)cc1
→ 8, 12, 8, 15, 6, 0, 8, 4, -5, -1, 9
> CCOC(=O)c1sc(NC(=O)CC2OC(=O)c3ccccc32)nc1C (stereo not given)
→ -23, -55, -2, -25, -3, -3, 14, 7, -13, -35, -3
> O=C(/C=C/Sc1ccc(C(F)(F)F)cn1)c1ccccc1
→ 60*, -82, 1, 10, -6, 64*, 6, 12, -7, 22, 0
> CCN(CC(=O)Nc1cccc(OC)c1)CC(=O)Nc1cccc2ccccc12
→ 8, 21, 3, -10, -2, -14, -26, -11, -16, 1, -4
> O=C(CSc1ccc(-c2cccs2)nn1)NCCc1ccccc1
→ 6, -9, -5, -41, -18, -1, 2, -8, 9, -15, -1
> CCc1nc2c(OCc3cccc(Cl)c3)cccn2c1N(C)C(=O)c1ccco1
→ -1, -14, 2, -36, 7, 19, -3, -4, 7, -6, ·
> Cc1cc(C)cc(-n2nc(C)cc2N)c1
→ -4, 3, -3, -10, 5, -1, 13, 3, -17, -4, 6
> Oc1ccc(C=Nc2ccccc2-c2nc3ccccc3[nH]2)cc1
→ -22, -68, -3, -15, -64, -5, -87, 3, -40, -50, -16
> CCCOC(=O)CN1C(=O)c2ccc(C(=O)OCCC)cc2C1=O
→ -5, 3, -8, 8, -11, -6, -5, -2, -8, -8, -8
> Cc1cc(-c2c(C)[nH]n(-c3ccccc3)c2=O)n[nH]1
→ 0, 2, -11, 15, 10, 0, 8, 17, 9, 4, -1
> CC(C)NC(=O)C1(O)c2ccccc2NC(=O)N1c1ccc(Cl)c(Cl)c1 (stereo not given)
→ 2, -3, 2, 3, -2, -2, 0, -8, -9, 0, 2
> Cc1occc1C(=O)N/N=C/c1ccc(-c2cccc([N+](=O)[O-])c2)o1
→ -22, -61, -2, -32, -34, 10, -73, 4, -61, 2, 4

Results in NCOA1 inh and Exocytosis inh, for three of the compounds above:
smiles,NCOA1 inh,Exocytosis inh
O=C(c1cccs1)N1C[C@H](n2cc(C3CC3)nn2)[C@@H](O)C[C@@H]1c1ccc(Cl)cc1,6,0
CCOC(=O)c1sc(NC(=O)CC2OC(=O)c3ccccc32)nc1C (stereo not given),-3,-3
O=C(/C=C/Sc1ccc(C(F)(F)F)cn1)c1ccccc1,-6,64*

Other entries:
The line under a structure holds: TWEAK Fn14 block, SRC2 inh, NOD2-RIPK2 inh, NCOA3 inh, NCOA1 inh, Exocytosis inh, LRH-1 inv ag, ABHD5 PLIN5 PPI, NR2F2 inh, TROY NFkB inh, TLR9-MyD88 inh
> COc1ccccc1NC(=O)N(Cc1ccco1)Cc1cc2cccc(C)c2[nH]c1=O
→ 8, -51, -11, 8, -19, 1, 7, 4, -2, 30, 6
> C/C(=N\Nc1ccccn1)c1ccc(N2CCOCC2)cc1
→ -4, -41, -11, -53, -60, 2, -72, -3, -36, -62, -11
> CCC(C)Sc1ccc([C@H]2N[C@@](Cc3ccccc3)(C(=O)OC)[C@H]3C(=O)N(C)C(=O)[C@@H]23)cc1 (stereo not given in full)
→ -19, 6, -4, 11, -1, 12, -19, -17, 6, -13, 1
> Cc1ccccc1OCC(=O)N1CCN(C(=O)COc2ccccc2C)CC1
→ 6, -27, -9, -5, 9, -9, -6, -5, 18, -8, 8
> O=C(CN1C(=O)NC2(CCCC2)C1=O)OCCOc1cccc(Cl)c1
→ 11, -6, -12, 11, -11, -2, -12, 5, 13, -7, 0
> c1cnc(SCCOc2ccc3c(c2)CCC3)nc1
→ 20, -67, -16, -128, -138, -5, -173, 8, -64, -41, 6
> Cc1[nH]c2ccccc2c1C(=O)C(=O)NCc1cccs1
→ -7, -6, -2, -1, -15, 22, 1, 4, 3, 1, -1
> OC(c1ccc(Cl)cc1)c1ncc(-c2ccc(Cl)cc2)[nH]1 (stereo not given)
→ 10, -4, -2, -11, -11, 0, 2, -11, -14, -14, ·
> CC1(C(=O)NS(=O)(=O)c2ccc(Cl)cc2)CCN1C(=O)C1(c2ccccc2)CCCC1 (stereo not given)
→ 6, 13, -7, 3, 11, 6, 10, -17, -1, 9, ·
> COc1ccccc1CNC(=O)c1cc(S(=O)(=O)N2CCN(c3ccccc3)CC2)ccc1Cl
→ 2, 23, 7, 2, -17, 19, -19, 0, -24, 0, 0
> Cc1c(C(=O)N2CCN(c3ccccn3)CC2)oc2ccccc12
→ 27, -17, -9, -2, -8, 0, 10, -4, 5, -14, -2
> COc1ccc(OC)c(NC(=O)C(=S)NC2CCCCC2)c1
→ -2, -26, -18, 14, 0, 3, -8, -5, -13, -17, 5
> CCn1c(=S)sc2c(=O)n(CC(=O)Nc3ccc(OC)cc3)c(C)nc21
→ -20, 14, -10, 2, -5, -15, 40, -7, -6, -2, -6
> O=C(CCc1ccccc1)OCC(=O)c1ccc([N+](=O)[O-])cc1
→ 4, 18, 0, 4, -4, -4, -13, -4, 0, -4, 1
> Cc1nc(SCC(=O)NC2CC2)c2c(C)c(C)sc2n1
→ 5, -23, -1, 1, -10, 9, -3, 5, -14, -3, -2
> Cc1cccc(NC(=O)C2CC3CCC2C3)c1C (stereo not given)
→ -12, 20, -3, 24, -15, -1, -9, 8, -6, -40, -4
> CCCN(C(=O)CSc1nnc2ccccn12)C1CCS(=O)(=O)C1 (stereo not given)
→ 3, -41, -2, -5, 6, 0, 8, 2, 3, 16, 0
> COc1cc(C(=O)Nc2ccc(Nc3ccccc3)cc2)cc(OC)c1OC
→ 3, 14, 1, -9, -3, 8, 2, -7, 6, 10, -5
> COC(=O)CCC(=O)NNC(=O)c1ccc(Cl)cc1Cl
→ -1, -11, -15, -3, -23, 0, 9, -4, -1, -9, -6
> CCOC(=O)c1cc(C(=O)Nc2ccc(C)c(F)c2)nn1C
→ -36, -63, -13, -69, -62, -2, -92, -2, -47, -39, 5
> CN(C)CCCn1c(N)c(S(=O)(=O)c2ccccc2)c2nc3ccccc3nc21
→ 34, 6, -1, 7, 19, 7, -7, 7, 4, -8, ·
> CCCCCc1c(-c2ccc(OC)c(OC)c2)ncn1CCc1ccccc1OC
→ 63*, 32, 8, ·, ·, 54, -1, -2, 57*, 37, ·
> COc1ccccc1CNC(=O)CCNS(=O)(=O)/C=C/c1ccc(C)cc1
→ 2, 21, -49, 11, -1, -2, -12, 1, -16, 12, 0
> Cc1c(NC(=O)COc2cccc3c2OC(C)(C)C3)c(=O)n(-c2ccccc2)n1C
→ 7, 0, 2, -10, -5, -1, -5, 2, -9, -7, -10
> C(=C\c1ccccc1)/CN1CCN(C(c2ccnc3ccccc23)c2nnnn2-c2ccc3c(c2)OCCO3)CC1 (stereo not given)
→ 31, 21, -8, -7, 7, -1, 2, 3, 0, 11, ·
> CN1C(=O)OC(C)(C)C1=O
→ 3, ·, 3, -17, -32, -2, -13, -1, ·, 6, -2
> CCN(CC)c1ccc(CNc2ccc3c(c2)ncn3C(C)(C)C)cc1
→ 24, -17, -1, -12, -12, -4, -5, 2, 18, -6, 2
> COC(=O)c1ccc(COC(=O)c2ccc(N(C)C)cc2)cc1
→ -7, 0, -5, -35, -25, -3, -37, 0, -4, -45, -9
> O=C(O)c1ccccc1NC1CCCCC1NS(=O)(=O)c1ccccc1 (stereo not given)
→ 1, -22, -6, 29, 4, 16, 8, 0, -4, -1, -3
> CCC1Oc2ccc(C)cc2N(CC(=O)N2CCOCC2)C1=O (stereo not given)
→ -4, -24, -17, 12, -37, -9, 7, 0, 2, -12, -2
> CCOC(=O)c1cc(NC(=O)N2CCCCC2)c(C)nc1C
→ -2, -11, -4, -1, -1, -4, -31, -4, 0, 6, -9
> C=CCNc1nc(-c2ccccc2)c(C(=O)OCC)cc1C#N
→ 23, -16, 2, 6, -5, -1, 5, -6, 2, 12, -8

Single values from the entries so far.
Result of `Oc1ccc(C=Nc2ccccc2-c2nc3ccccc3[nH]2)cc1` under NR2F2 inh: -40
Result of `CCC(C)Sc1ccc([C@H]2N[C@@](Cc3ccccc3)(C(=O)OC)[C@H]3C(=O)N(C)C(=O)[C@@H]23)cc1` (stereo not given in full) under LRH-1 inv ag: -19
Result of `Cc1nc(SCC(=O)NC2CC2)c2c(C)c(C)sc2n1` under NOD2-RIPK2 inh: -1
Result of `O=C(CSc1ccc(-c2cccs2)nn1)NCCc1ccccc1` under NCOA3 inh: -41
